# Keap1 Nrf2 FP: Keap1-Nrf2 protein-protein interaction inhibitors, primary screen, biochemical, fluorescence polarization, single point. Kelch-like ECH-associated protein 1 (Homo sapiens), Q14145. Keap1 Kelch-Nrf2 peptide fluorescence polarization, 1536-well. inhibition, % at 9.4 µM. 340,000 compounds, 0.15% hits. AID 504523, 2011; in the data active means inhibition above about 12%;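 further: human Keap1 Kelch domain with fluorescein labeled Nrf2 9mer peptide probe; 0% = neutral control wells and 100% = peptide positive control; higher means more block of Keap1 binding to Nrf2 peptide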
# LANA DNA inh: inhibitors of KSHV C-LANA binding to DNA, primary screen, biochemical, fluorescence polarization, FAM-LBS DNA, MBP-C-LANA, single point; AID 504423, 2011; inhibition, % at 9 µM; 340,000 compounds, 0.078% hits;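 active means highest replicate inhibition at or above 60% at 9 µM, even if other replicates fall short; inactive means all replicates below 60% inhibition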;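 further: 0% = neutral control wells and 100% = 4 µM acridine orange control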
# MOR-DOR inv ag: inverse agonists of MOR-DOR heterodimerization, primary screen, cell-based, luminescence; inhibition, % at 9.3 µM; cell-based MOR-DOR heterodimer luminescence, inverse agonism; 340,000 compounds, 0.21% hits; Mu-type opioid receptor (Homo sapiens) + Delta-type opioid receptor (Homo sapiens), …; in the data active means inhibition above about 22%, passing the limit was not always enough;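 further: 0% = cells with DMSO and 100% = wells without cells with DMSO; values of inactives mirror those of a sister screen read the other way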
# Target sequence (P35372 whole entry, looked up): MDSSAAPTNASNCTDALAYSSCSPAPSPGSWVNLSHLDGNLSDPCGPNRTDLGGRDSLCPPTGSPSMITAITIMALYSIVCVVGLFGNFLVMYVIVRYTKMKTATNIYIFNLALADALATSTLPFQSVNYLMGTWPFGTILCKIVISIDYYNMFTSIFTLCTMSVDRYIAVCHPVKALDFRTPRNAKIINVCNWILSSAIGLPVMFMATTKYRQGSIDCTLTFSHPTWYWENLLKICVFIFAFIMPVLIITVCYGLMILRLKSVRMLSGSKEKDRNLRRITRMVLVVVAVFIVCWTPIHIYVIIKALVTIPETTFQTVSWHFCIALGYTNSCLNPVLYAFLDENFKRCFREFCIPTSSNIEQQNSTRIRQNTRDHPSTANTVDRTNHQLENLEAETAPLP
# Target sequence (P41143 whole entry, looked up): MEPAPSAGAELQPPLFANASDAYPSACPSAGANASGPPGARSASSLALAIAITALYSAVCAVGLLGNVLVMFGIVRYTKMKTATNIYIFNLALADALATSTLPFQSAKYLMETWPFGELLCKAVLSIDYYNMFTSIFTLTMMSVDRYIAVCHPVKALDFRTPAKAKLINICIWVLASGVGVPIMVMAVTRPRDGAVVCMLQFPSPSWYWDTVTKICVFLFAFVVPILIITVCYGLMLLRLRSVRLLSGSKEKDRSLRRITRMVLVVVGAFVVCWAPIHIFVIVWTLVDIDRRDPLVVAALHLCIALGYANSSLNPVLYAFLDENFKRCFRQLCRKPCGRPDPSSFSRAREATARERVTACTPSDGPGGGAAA
# DSG3 Ab inh: inhibitors of pemphigus antibody binding to DSG3, primary screen, biochemical, bead-based, flow cytometry, scFv-GFP | 310,000 compounds, 0.48% hits | binding (percent of control), % at 10 µM | DSG3-coupled beads, scFv-anti-DSG3-GFP binding; active compounds read low;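 active means binding more than 3 SD below its plate's average and above zero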;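 further: hits lower antibody fragment binding to DSG3; some compounds called inactive have numbers as strong as hits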
# V-ATPase pH: regulators of yeast V-ATPase proton pumping, primary screen, pHLuorin cytosolic pH fluorescence. AID 504577, 2011. response, % at 10 µM. 350,000 compounds, 0.37% hits. S. cerevisiae; in the data active means response mostly above about 7.3%, no sharp cut-off; inactive means mostly below about 5.4%; further: actives read high; inactives centre near 0; some compounds called inactive have numbers as strong as hits; reference of the scale not given here
# Wnt act: Wnt/beta-catenin pathway activators, primary screen, cell-based, plate reader, single point. activation, % at 9.35 µM. 300,000 compounds, 1.2% hits. AID 743398, 2014. Wnt/beta-catenin reporter cell assay, activator; in the data active means activation above about 30%, passing the limit was not always enough;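 further: 0% = neutral control wells and 100% = positive control wells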
# MOR-DOR ag: agonists of OPRM1-OPRD1 heterodimerization, primary screen, cell-based, luminescence | cells | activation, % at 9.3 µM | 340,000 compounds, 0.3% hits; in the data active means activation above about 18%;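 further: 0% = vehicle-treated cells and 100% = reference agonist; values of inactives mirror those of a sister screen read the other way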
# cardiac RTF act: cardiac RTF calcium sensitivity activators, primary screen, biochemical, IANBD-TnC fluorescence, EC20 calcium. IANBD-labeled TnC RTF fluorescence at EC20 calcium; 0% EC20 calcium, 100% full calcium. activation, % at 7.2 µM. 340,000 compounds, 0.24% hits. AID 493008, 2010;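 active means activation above the mean over all tested compounds plus 3 SD, cut at about 30% in these data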;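 further: rise in fluorescence read as greater calcium sensitivity of cardiac thin filaments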
# Arrestin-AP2 inh: inhibitors of beta-arrestin/AP2 binding, primary screen, biochemical, GPCR trafficking, flow cytometry | inhibition, % at 10 µM | beta-arrestin 1 C-terminal peptide binding to AP2 beta2-adaptin appendage (human) | FITC-arrestin peptide / GST-AP2 beads; AP2 beta2 appendage carries R879A mutation | 340,000 compounds, 0.31% hits | AID 504490, 2011;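 active means inhibition above a set limit, near 3 SD of compounds lacking own fluorescence, cut at about 54% in these data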;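 further: plate controls were DMSO wells for no effect and 5 µM unlabelled arrestin peptide for full effect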
#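 System: GST-AP2 R879A glutathione beads | Also added: FITC-arrestin peptide, 50 nM | Times: 12 min plus 1 h, RT | Signal: Bead flow cytometry, FITC channel | Buffer or medium: PBS with 0.05% Tween 20 and 0.1% BSA | Read-out basis: Percent drop in bead-associated FITC signal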
# RTF Ca sens inh: cardiac RTF calcium sensitivity inhibitors, primary screen, biochemical, IANBD-TnC fluorescence, EC70 calcium; AID 493244, 2011; 340,000 compounds, 0.12% hits; Troponin I, cardiac muscle (Homo sapiens) + Troponin T, cardiac muscle (Homo sapiens) + …; IANBD-labeled cardiac RTF, Ca2+ fluorescence; inhibition, % at 7.15 µM;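 active means inhibition above the mean inhibition of all tested compounds plus 3 SD, cut at about 17% in these data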;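 further: assay run at fixed EC70 calcium of 1.6 mM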
# Numbers without * were called inactive; . = no result given.
Keap1 Nrf2 FP,LANA DNA inh,MOR-DOR inv ag,DSG3 Ab inh,V-ATPase pH,Wnt act,MOR-DOR ag,cardiac RTF act,Arrestin-AP2 inh,RTF Ca sens inh,Molecule
-9,1.2,10,109,-1,-3,-2.2,6,-46,-2,COC(=O)c1cc(C(=O)c2cc(Cl)ccc2O)coc1=N
-3,0.0,6,106,-2,-2,-0.9,-7,-3,12,O=C1N[C@@H](Cc2ccccc2)[C@@H](c2ccco2)O1
2,-1.3,-1,100,-3,-1,0.2,13,1,-5,COCCN1CC(=O)N(c2cccc(C)c2C)C(c2ccc(Cl)cc2)C1=O (stereo not drawn)
3,0.3,4,101,-1,-2,-0.7,2,-15,8,CCOC(=O)c1ccccc1NC(=O)/C=C/C(=O)O
3,-0.2,12,105,3,-1,-2.5,2,7,-8,CC(C)n1c(C(F)(F)F)nc2cc(C(=O)N3CCOCC3)ccc21
2,1.8,18,84,-2,-2,-3.6,-5,12,-6,COC(CNC(=O)C1CCCN1C(=O)OCc1ccccc1)OC (stereo not drawn)
-6,-0.5,3,111,-4,.,-0.8,-1,6,1,COc1cccc(C(=O)CC(C#N)c2ccc(F)cc2)c1 (stereo not drawn)
-8,0.1,-10,118,6,0,1.8,1,-7,-7,CC(/C=C/c1ccco1)=N/NC(=O)c1ccccc1Cl
-10,-1.3,20,110,5,-2,-3.5,7,11,2,Cc1ccc(OS(=O)Nc2cccc3nccnc23)cc1 (stereo not drawn)
-2,0.1,7,102,4,5,-1.4,-4,-12,-15,O=C(COc1ccccc1F)Nc1ccc(N2CCOCC2)cc1N1CCOCC1
1,-0.4,19,.,-1,-1,-3.8,4,1,-1,O=C(CN1C(=O)c2ccccc2C1=O)Nc1ccccc1N1CCOCC1
0,-2.2,-6,95,15*,0,1.1,3,30,4,Cc1ccc(Cn2ccc(NC(=O)c3cc(C(C)C)on3)n2)cc1

# Molecules shown so far that have a furan ring, fused or not:
Keap1 Nrf2 FP,LANA DNA inh,MOR-DOR inv ag,DSG3 Ab inh,V-ATPase pH,Wnt act,MOR-DOR ag,cardiac RTF act,Arrestin-AP2 inh,RTF Ca sens inh,Molecule
-3,0.0,6,106,-2,-2,-0.9,-7,-3,12,O=C1N[C@@H](Cc2ccccc2)[C@@H](c2ccco2)O1
-8,0.1,-10,118,6,0,1.8,1,-7,-7,CC(/C=C/c1ccco1)=N/NC(=O)c1ccccc1Cl

# (further entries)
Keap1 Nrf2 FP,LANA DNA inh,MOR-DOR inv ag,DSG3 Ab inh,V-ATPase pH,Wnt act,MOR-DOR ag,cardiac RTF act,Arrestin-AP2 inh,RTF Ca sens inh,Molecule
2,6.4,-13,73*,-2,-6,2.5,1,10,-9,O=C(CN1CCN(c2ccc(O)cc2)CC1)Nc1ccc(S(=O)(=O)N2CCCC2)cc1
-7,1.8,-19,86,1,9,2.9,-3,-5,-13,COc1ccc(Nc2ncnc3sccc23)cc1
-3,0.1,3,110,-2,-5,-0.5,-13,12,-13,Cc1ccc([C@@H]2[C@@H]3C(=O)N(C)C(=O)[C@@H]3[C@]3(C)C(=O)N(Cc4ccccc4)CC(=O)N23)o1
-4,0.0,13,.,1,-1,-2.0,3,1,-5,COc1ccc(CC(=O)N/N=C(\C)CC(=O)Nc2cccc(F)c2)cc1
2,0.8,22,84,0,-10,-4.4,-2,-6,-4,CCn1c(C(C)NC(=O)c2ccc(C)cc2)n[nH]c1=S (stereo not drawn)
2,1.5,0,100,-1,-3,-0.1,1,22,-4,CCOC(=O)N1CCC(NC(=O)C2=C(C)C(=O)OC23CCC(C)CC3)CC1 (stereo not drawn)
-1,0.4,-8,106,1,.,1.5,-1,1,-6,OCCNCc1cc(Br)ccc1OCc1ccc(Cl)cc1
-6,-0.4,15,100,-4,-2,-2.8,-3,4,-1,COc1ccc(C(=O)C2CCCN(C(=O)c3ccc(OC)o3)C2)c(C)c1 (stereo not drawn)
2,-1.4,7,95,-2,0,-1.3,-1,-14,-2,CCN(CC)C(=O)c1sc(NC(=S)N2CCN(C(=O)C3CCCO3)CC2)c(C(=O)OC)c1C (stereo not drawn)
-6,3.9,-17,103,3,-5,2.8,-2,0,-23,O=C(NCC(c1cccnc1)N1CCOCC1)c1ccco1 (stereo not drawn)
-4,-0.4,0,123,0,-2,0.0,-8,4,-6,COc1cccc(/C=N/NC(=O)CCCC(=O)Nc2ccc(Br)cc2)c1
-1,-1.5,14,112,2,-3,-3.3,1,-7,-1,Cc1cccc(C(=O)OCC(=O)Nc2c(C)n(C)n(-c3ccccc3)c2=O)c1O
0,0.3,-2,98,-2,.,0.4,5,-1,1,CCCn1c(SCC(=O)Nc2sc(C)c(C)c2C(=O)OCC)nc2c1c(=O)n(C)c(=O)n2C
1,1.2,11,99,5,.,-2.2,-1,-4,-6,CN1CCCc2cc(C#N)c(=O)[nH]c21
2,0.9,-20,106,-3,0,4.2,2,1,-2,CCC(=O)Nc1ccc(C(=O)Nc2ccc(OC)cc2[N+](=O)[O-])cc1
0,0.0,25,111,1,-2,-5.0,-6,0,1,Cc1cc(O)cc(=O)n1Cc1ccccc1
-3,0.2,-17,99,1,-1,3.8,-2,-3,6,COc1cc(/C=N/NC(=S)NCCc2ccccc2)cc(OC)c1OC
-3,-0.3,11,114,2,1,-2.0,5,5,6,O=C(O)[C@@H](O)c1ccccc1
-10,2.3,-1,102,-3,0,0.2,8,21,-12,COc1ccc(-c2ccc(C(c3c(C)[nH][nH]c3=O)c3c(C)[nH][nH]c3=O)o2)c([N+](=O)[O-])c1
-2,1.8,8,98,0,-1,-1.7,3,-37,-3,COc1ccc(CCCc2nnc(SCC(=O)Nc3ccc(OC)cc3)o2)cc1
-5,-1.0,13,121,2,-2,-2.5,4,6,-2,CC(C)(C)c1ccc(C(=O)NCCC(=O)NNC(=O)COc2ccccc2F)cc1
-6,1.6,-10,123,-3,2,1.3,-1,-2,-4,O=C(CCCn1cc([N+](=O)[O-])cn1)Nc1ccc2c(c1)OCO2
-3,3.6,11,.,-4,.,-2.3,12,9,-6,COCCNC(=O)/C=C/c1c(Cl)cccc1Cl
3,0.2,8,101,-1,-1,-1.6,-2,30,-4,COc1cccc(C(=O)NCCS(=O)(=O)N2CCCCC2)c1
-3,1.2,12,.,-2,0,-3.3,-4,-10,-8,O=C(CNC(=O)c1cccc([N+](=O)[O-])c1)OCCCC(=O)c1ccc(F)cc1
0,-0.5,-9,128,1,-3,1.6,-2,33,4,CC1=NN(C(=O)c2ccc(Cn3nc(C)c(Br)c3C)cc2)C(O)(C(F)(F)F)C1 (stereo not drawn)
0,-0.4,16,.,4,-1,-4.3,1,-15,2,CNC(=O)C(C)Sc1ccc(S(=O)(=O)N2CCOCC2)cn1 (stereo not drawn)
0,-3.1,-21,89,1,4,4.2,0,3,-3,COc1cc(/C=C2\SC(=Nc3ccc(O)cc3)NC2=O)cc(OC)c1O
-7,1.3,-4,119,1,1,0.7,0,10,-8,CO/N=C/C(c1ncc(C(F)(F)F)cc1Cl)S(=O)(=O)c1ccccc1 (stereo not drawn)
3,-3.6,3,101,0,0,-0.6,-1,21,0,C=CCNC(=O)CN1CCC(c2nc3cc(C)c(C)cc3[nH]2)CC1
0,1.9,14,107,1,1,-2.9,3,2,3,Cc1ccc(NC(=O)C2CCN(S(=O)(=O)c3ccc4[nH]c(=O)ccc4c3)CC2)c(C)c1
-2,1.2,13,101,2,-6,-2.1,0,-6,9,O=C(Cn1c(=O)[nH]n(-c2ccccc2)c1=O)N1CCCc2ccccc21
-6,0.0,19,97,-2,-9,-4.0,3,-17,-12,COc1ccccc1NS(=O)(=O)c1ccc(/C=C/C(=O)O)cc1
-5,-0.5,10,109,1,-15,-1.7,7,30,-3,CCc1ccc(C(C(=O)NCc2ccc(OC)cc2)N(CCOC)C(=O)Cc2cccs2)cc1 (stereo not drawn)
-3,0.7,22,.,-11,0,-4.5,-2,-15,6,COc1ccc(CCn2c(O)cc3nn(-c4nc5ccccc5s4)c(=O)c-3c2C)cc1
1,-0.6,17,.,-4,-1,-4.1,-3,-7,-6,CC(O)c1cc2c(cc1NC(=O)c1cnn3c1NC(c1ccco1)CC3C(F)(F)F)OCO2 (stereo not drawn)
-4,-0.4,6,100,0,.,-1.0,0,22,5,CN(CC1CCCO1)S(=O)(=O)c1ccc(C(=O)Nc2nc(-c3ccccn3)cs2)cc1 (stereo not drawn)
-6,-0.8,-49,.,-4,28,7.5,1,0,1,O=C(NCC1CCCO1)c1cc2ccccc2cc1O (stereo not drawn)
-8,-0.4,5,109,-4,0,-1.0,0,-3,-4,COC(=O)C1=C(C)N(Cc2ccc3c(c2)OCO3)C(=O)C1
1,1.3,-6,99,0,-1,1.0,-6,4,-3,Cc1ccc(NC(=O)c2nc[nH]c2C(=O)N[C@H](C)c2ccccc2)cc1
-2,-0.7,0,.,-5,13,0.0,8,4,-6,CC1CN(C(=O)c2cccc(COc3ccc(Br)cc3)c2)CC(C)O1 (stereo not drawn)
-3,0.3,-245,98,10,-2,50*,-1,-4,2,NC1=NC2(CCN(Cc3ccccc3)CC2)n2c(nc3ccccc32)N1
-8,0.6,9,93,0,-1,-1.7,-3,10,2,Cc1ccc(CNC(=O)C2CCN(S(=O)(=O)c3cccnc3)CC2)cc1
-4,0.7,-23,107,-3,0,3.5,-1,1,2,O=C(CSc1ccc(Br)cc1)NCC(c1ccco1)N1CCCCC1 (stereo not drawn)
-1,1.7,1,114,-52,6,-0.3,-2,31,5,CCOc1ccc(CC(=O)Nc2nccs2)cc1
-4,-1.4,12,95,1,.,-2.4,-5,-7,2,COC(=O)c1sccc1-n1cccc1C(=O)C(=O)N1CCCCC1
-6,0.1,9,104,-2,12,-1.7,1,-22,-17,CC(C)(C)SCCNC(=O)/C=C/c1ccc(F)cc1
-5,-0.9,4,101,-1,.,-0.6,-3,6,-4,COc1ccc(C(=O)Nc2nccs2)cc1OC
-3,-3.0,-16,.,1,-2,2.6,-6,7,1,CC(=O)Nc1ccc(S(=O)(=O)N2CCN(C(C)CCc3ccccc3)CC2)cc1 (stereo not drawn)
0,-0.1,1,109,2,4,-0.2,-2,29,-3,COC(=O)C1=C(C)Nc2nc(-c3ccccc3)nn2C1c1ccc(C)o1 (stereo not drawn)

# Screening data deposited in PubChem by several laboratories.
